Source: PubChem BioAssay (several laboratories)
S1P4 agonist = agonists of human S1P4 receptor; O95977; S1P4-expressing cell line, agonist reporter assay; activation, % at 4.98 µM; hit rate 0.35% among 220,000; AID 1509; in the data active = activation above about 11%;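 also: 0% = DMSO vehicle and 100% = reference agonist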
Target sequence (O95977 whole entry, looked up): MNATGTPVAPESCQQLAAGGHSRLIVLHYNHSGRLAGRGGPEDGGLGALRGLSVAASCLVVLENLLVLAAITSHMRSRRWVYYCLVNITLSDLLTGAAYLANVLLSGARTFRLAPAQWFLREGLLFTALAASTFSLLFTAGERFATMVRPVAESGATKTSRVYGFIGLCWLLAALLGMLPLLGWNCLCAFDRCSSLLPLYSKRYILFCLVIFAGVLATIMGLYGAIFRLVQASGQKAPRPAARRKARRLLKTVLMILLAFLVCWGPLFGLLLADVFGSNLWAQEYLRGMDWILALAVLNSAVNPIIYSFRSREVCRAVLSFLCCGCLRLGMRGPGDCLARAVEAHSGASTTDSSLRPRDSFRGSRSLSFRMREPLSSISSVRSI
zfTRPN1 agonist = zebrafish TRPN1 (NompC) channel agonism; HEK293 zebrafish TRPN1-YFP, Fluo-8 calcium fluorescence; 100% = response to 87 µM carbachol; activation, % at 3 µM; hit rate 0.18% among 220,000; AID 1424;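 active = activation above its plate's cutoff, the mean activation of test wells on that plate plus 3 SD, cut at about 19% in these data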;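 also: 0% = DMSO alone and 100% = 87 µM carbachol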
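System: zebrafish TRPN1-YFP in HEK293 cells / Dosing: 3 µM single point / Timing: dye loading 1 h at 37 °C, then 30 min room temperature / Signal: Fluo-8 calcium fluorescence, excitation 470-495 nm, emission 515-575 nm / Read-out basis: percent activation from peak over basal fluorescence ratio, control-normalized / Control set: high carbachol 87 µM, low DMSO alone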
Ba/F3 V617F tox = reduce viability of Ba/F3 cells dependent on JAK2V617F. inhibition, % at 5.6 µM. hit rate 1.1% among 220,000. AID 1446. Ba/F3 EpoR-JAK2V617F viability, ATP luminescence;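 active = inhibition above the campaign mean plus 3 SD over all tested compounds, cut at about 24% in these data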;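 also: cytokine-independent growth of Ba/F3 cells driven by EpoR plus mutant JAK2; 0% = DMSO-treated cells and 100% = JAK inhibitor I control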
BaF3 parental = counter-screen for JAK2V617F inhibitors: parental Ba/F3 viability inhibitors. CellTiter-Glo ATP luminescence. inhibition, % at 5.6 µM. hit rate 1.1% among 220,000;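 active = inhibition above a per-campaign cutoff, the mean inhibition of all tested compounds plus 3 SD, cut at about 27% in these data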;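 also: 0% = DMSO wells and 100% = JAK Inhibitor I control wells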
PERK inh = blocks human PERK kinase | Q9NZJ5 | CHO PERK-DD fusion, SEAP luminescence translation reporter | inhibition, % at 5.6 µM | hit rate 0.17% among 220,000 | AID 1416;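 active = inhibition above the mean inhibition of all tested compounds plus 3 SD, set separately per screening campaign, cut at about 2.9% in these data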;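 also: PERK kinase domain activated by AP20187 dimerizer at 100 nM; 0% = DMSO with dimerizer and 100% = rapamycin at 8.4 µM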
Calpain2 inh = calpain II (pig) inhibition; inhibition, % at 16 µM; AID 1236; hit rate 0.37% among 220,000; purified calpain II, fluorogenic peptide substrate, 30 min;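 active = inhibition above about 50%, limit read from the data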
TRPML3 ag = agonists of human TRPML3 channel; Q8TDD5; HEK293 TRPML3-YFP, Fluo-8 calcium fluorescence; 100% = the carbachol control signal; activation, % at 3 µM; hit rate 0.29% among 220,000; AID 1448;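 active = activation above its plate's cutoff, the mean activation of the plate's test wells plus 3 SD, cut at about 12% in these data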;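 also: 0% = DMSO only wells and 100% = carbachol wells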
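Test system: TRPML3-YFP stable HEK293 cells. Doses: single point at 3 µM. Incubation: dye loading 1 h 37 °C then 30 min ambient, 125 s read. Signal: Fluo-8 calcium dye fluorescence, ex 470-495, em 515-575 nm. Measure: percent activation from peak-to-basal fluorescence ratio, scaled between DMSO and carbachol.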
S1P4 antag = human S1P4 receptor antagonism | AID 1510 | hit rate 0.26% among 220,000 | inhibition, % at 4.98 µM | S1P4-expressing cells, antagonist mode, reporter read-out; in the data active = inhibition above about 29%;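 also: 0% = wells stimulated with agonist and 100% = vehicle wells without agonist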
EP2 modulator = modulates human prostaglandin E2 receptor EP2 signaling; EP2-expressing cells, cAMP HTRF FRET, PGE2 co-stimulation; AID 940; induction, % at 25 µM; P43116; hit rate 0.83% among 260,000;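 active = compounds whose cAMP rise, as percent of the full-agonist control response, exceeds 60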;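 also: rat C6 glioma line stably carrying human EP2 under a CMV promoter; the protocol text gives 20 µM as final concentration; 100% = response of wells given 1 µM PGE2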
Target sequence (P43116 whole entry, looked up): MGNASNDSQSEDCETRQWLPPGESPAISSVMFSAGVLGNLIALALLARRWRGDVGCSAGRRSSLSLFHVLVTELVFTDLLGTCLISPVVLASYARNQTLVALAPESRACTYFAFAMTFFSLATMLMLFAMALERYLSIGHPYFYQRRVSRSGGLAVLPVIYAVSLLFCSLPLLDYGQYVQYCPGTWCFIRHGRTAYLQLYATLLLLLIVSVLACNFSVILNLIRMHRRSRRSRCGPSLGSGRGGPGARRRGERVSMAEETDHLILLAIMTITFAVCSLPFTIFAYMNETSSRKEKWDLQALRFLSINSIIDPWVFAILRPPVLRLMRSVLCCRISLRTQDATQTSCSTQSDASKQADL
* = called active by the depositor; & = joins results of further samples.

cpd	compound	S1P4 agonist	zfTRPN1 agonist	Ba/F3 V617F tox	BaF3 parental	PERK inh
1	CCc1ccccc1NC(=S)N(CCN(C)C)Cc1cccs1	0.9	1.2	-2	5	0.6
2	NC(=O)CCCc1nc(-c2ccccc2Cl)no1	1.2	0.9	0	5	0.8
3	O=S(=O)(N[C@@H]1C[C@H]2CC[C@@H]1C2)c1cccs1	1.9	0.8	-3	-1	0.7
4	O=C(Cn1nc(-c2ccc(Cl)cc2)ccc1=O)N1CCN(c2ccccc2)CC1	1.2	-2.3	-4	3	-0.3
5	O=C(N1CCCCC1)C1(c2ccccc2)CCOCC1	0.6	0.7	-3	2	1.0
6	CN(C)CCNC(=O)C(c1ccccc1)c1ccccc1	0.9	-0.2	-1	1	0.6
7	COc1ccc(CCC(C)Nc2ccc(F)c(F)c2)cc1 (stereo not given)	0.3	-1.5	0	3	1.0
8	CCOc1ccc(Cc2noc3c2C(=O)CC(C)(C)C3)cc1OCC	1.9	0.5	-2	2	0.9
9	CC(=O)Cc1cc2cc([N+](=O)[O-])ccc2oc1=O	0.3	0.3	3	1	-0.6
10	CCOC(=O)Cn1c(=O)oc2cc(S(=O)(=O)NC(C)c3ccccc3)ccc21 (stereo not given)	-7.4	1.1	-2	6	0.1
11	Cc1cccnc1NC(=S)NCc1ccco1	-0.8	-1.2	-2	1	0.7
12	CCOc1ccccc1C(=O)N(C)Cc1cc2ccccc2[nH]c1=O	0.7	0.1	0	6	0.0
13	COc1ccc(NC(=O)c2ocnc2C)cc1OC	0.8	1.6	6	3	0.0
14	COC(=O)C1CCN(C(=O)/C=C/c2ccc(OC)cc2)CC1	-4.6	-0.2	-1	6	0.2
15	O=C(/C=C/c1cccs1)NC(=S)Nc1ccccc1	2.0	-0.9	1	8	0.4

cpd	Calpain2 inh	TRPML3 ag	S1P4 antag	EP2 modulator
1	-15	0.9	4	22
2	-34	0.7	-5	0
3	5	-0.2	11	12
4	-32	-0.8	-19	-20
5	4	0.1	-4	-7
6	-18	0.5	-2	29
7	-4	0.3	-6	-13
8	15	1.2	-20	18
9	11	0.2	11	-11
10	-21	0.3	-3	-8
11	-18	0.6	0	-3
12	-9	0.3	-5	-19
13	-16	-0.2	-25	4
14	12	0.6	17	-10
15	-5	-0.2	-5	-87&-31

The listing continues.
cpd	compound	S1P4 agonist	zfTRPN1 agonist	Ba/F3 V617F tox	BaF3 parental	PERK inh
16	COc1cc(C(=O)Oc2ccccc2/C=N/NC(=O)c2ccc(Cl)cc2Cl)cc(OC)c1OC	0.6	-1.0	2	6	-1.1
17	c1ccc(-c2noc(C3CCC3)n2)nc1	-1.1	1.5	2	-4	1.7
18	CCCCN1C(=O)C(=Nc2cccc3cnccc23)c2ccccc21	-1.1	0.6	3	4	0.0
19	CCn1c(=O)cc(SCC(=O)N2CCN(C3CCCCC3)CC2)c2ccccc21	-2.0	1.4	3	2	-1.2
20	Brc1ccccc1-c1nc(-c2ccccc2)no1	1.3	0.8	3	3	-0.5
21	O=C(c1ccccc1)N1CCCCC(Cl)C1=O (stereo not given)	1.3	-0.2	-2	-1	0.7
22	O=C(O)c1cccc(S(=O)(=O)NCC2CCCO2)c1 (stereo not given)	0.3	-0.2	-3	2	1.4
23	COc1ccc(-c2csc(NC(=O)CN3C(=O)CCC3=O)n2)cc1	0.2	0.4	-2	7	0.1
24	CCc1cc2c(=O)c(-c3nc4ccccc4[nH]3)coc2c(CN2CCCCC2C)c1O (stereo not given)	-1.1	1.5	-3	-1	1.2
25	COC(=O)c1ccc(C(C(=O)NC2CCCCC2)N(CCc2ccccc2)C(=O)Cc2cccs2)cc1 (stereo not given)	0.7	0.7	-1	5	1.2
26	O=C(Cn1cnc2ccccc2c1=O)OCCCCN1C(=O)c2ccccc2C1=O	0.2	3.2	3	5	-0.4
27	COc1cc([N+](=O)[O-])ccc1NC(=S)Nc1cccc(C(=O)O)c1	2.5	1.1	-2	4	0.6
28	c1cncc(C(c2nnnn2C2CCCCC2)N2CCCCC2)c1 (stereo not given)	0.8	-1.6	-2	2	-0.3
29	O=C1CN(S(=O)(=O)c2ccc(F)cc2)CC(=O)N1CCc1ccccc1	-1.3	-0.4	3	4	-0.1
30	Cc1cc2ncn(C3CC(=O)N(C)C3=O)c2cc1C (stereo not given)	-1.0	0.2	-1	4	0.0

cpd	Calpain2 inh	TRPML3 ag	S1P4 antag	EP2 modulator
16	-39	0.4	14	13
17	-24	-0.1	3	29
18	-22	-0.4	-5	7
19	-4	1.6	-31	22
20	-29	0.0	-17	32
21	-10	1.1	-27	17
22	-13	-0.1	16	5
23	12	0.9	8	-18
24	-32	1.0	1	-29
25	27	0.5	-5	26
26	-16	1.3	20	2
27	-7	1.0	-9	-4
28	-18	0.6	-14	28&24
29	8	12*	25	-16
30	1	1.2	1	33

(continued)
cpd	compound	S1P4 agonist	zfTRPN1 agonist	Ba/F3 V617F tox	BaF3 parental	PERK inh
31	COC(=O)c1cccc(-n2nnnc2SCC(=O)Nc2nc3c(s2)CCCC3)c1	9.1	1.1	-2	1	-0.8
32	CSc1ccc(S(=O)(=O)NCCSC(C)(C)C)cc1	2.2	-0.6	-6	3	0.7
33	CCOC(=O)N1CCN(C(=O)Cc2ccc(Cl)cc2)CC1	1.0	2.4	-4	0	0.7
34	O=C(c1cc(Br)ccc1Cl)N1CCCC1	1.4	-1.1	0	0	0.7
35	COc1ccc([N+](=O)[O-])cc1NC(=O)COC(=O)C=C(C)C	-1.0	0.5	2	2	-0.6
36	CCc1c(C(=O)c2ccc(Cl)cc2)oc2c(C)c3oc(=O)cc(C)c3cc12	-2.0	1.5	-2	2	2.4
37	O=C(Nc1ccc2c(c1)CCC2)c1cnc(Cl)c(Cl)c1	1.6	8.6	1	4	0.8
38	COc1ccc(NC(=O)CN2C(=O)c3cccc4cccc2c34)c(OC)c1	0.5	-2.2	0	-1	-0.9
39	Nc1nnc(SCc2cccnc2)s1	0.3	1.7	-1	3	1.3
40	C=CCN(CC=C)C(=O)c1cccc(S(=O)(=O)N2c3ccccc3CC2C)c1 (stereo not given)	0.8	-1.0	-4	-6	1.2
41	COc1ccccc1NC(=O)c1cc(S(=O)(=O)N2CCC3(CC2)OCCO3)ccc1F	-0.8	-0.1	-1	3	-0.9
42	CCNc1nc(NC(C)C)nc(Oc2ccc(OCCOc3ccc(C)cc3)nn2)n1	-1.0	-1.3	-3	1	-1.4
43	CN1CCc2c(sc3c2C(=O)NC(c2ccccn2)N3)C1 (stereo not given)	3.0	0.9	1	7	0.9
44	CCOC(=O)C1=C(CC)Nc2ccccc2N=C1NC(=O)c1cccc(S(=O)(=O)N2CCCC2)c1	-0.8	-0.9	0	7	0.0
45	COc1ccc(NC(=S)N2CCC(N(C)CC3CCCO3)CC2)cc1 (stereo not given)	0.8	-0.6	1	2	0.3

cpd	Calpain2 inh	TRPML3 ag	S1P4 antag	EP2 modulator
31	2	-0.6	-22	10
32	-4	-0.7	4	-12
33	4	0.8	-16	7
34	12	0.7	-10	-24
35	22	-0.3	3	-15
36	-5	0.1	-6	6
37	-29	0.7	-22	-76
38	-19	-0.8	-6	4
39	-20	1.0	-14	1
40	1	3.6	-4	14
41	0	0.3	-1	4
42	17	0.0	8	-6
43	-55	0.9	0	15
44	-8	-0.2	-4	12
45	-7	0.5	-11	7

The results go on:
cpd	compound	S1P4 agonist	zfTRPN1 agonist	Ba/F3 V617F tox	BaF3 parental	PERK inh
46	Cc1nnc(SCCn2c(N3CCCCCC3)nc3c2c(=O)[nH]c(=O)n3C)s1	-0.2	-0.5	-3	1	-0.1
47	CC(C)(C)N(CC#CCC(O)(c1ccccc1)C1CCCC1)CCO (stereo not given)	2.2	0.3	-3	-2	0.2
48	Nn1c(SCC(=O)NCCCc2ccccc2)nnc1-c1cccnc1	-2.3	-0.6	1	1	-0.3
49	COc1ccc(-n2nc3c(c2NC(=O)C24CC5CC(CC(C5)C2)C4)CS(=O)C3)cc1 (stereo not given)	-0.9	0.4	-3	9	-0.7
50	CN(C)/C=N/c1ncnc2c1cnn2-c1ccc(C(F)(F)F)cn1	-2.4	-0.1	7	-1	0.1
51	COc1ccc(OC)c(CN2CCC(C(=O)N(C)CCc3ccc(OC)c(OC)c3)CC2)c1	0.1	-1.8	-6	2	0.6
52	COc1cc(/C=N/N=C2/C(=O)Nc3ccccc32)cc(OC)c1O	2.0	0.1	-2	1	0.1

cpd	Calpain2 inh	TRPML3 ag	S1P4 antag	EP2 modulator
46	1	0.4	-10	-7
47	-11	0.8	-25	1
48	-9	0.6	4	-1
49	-36	0.4	-2	20
50	-18	-0.6	-1	19
51	-30	0.4	-6	32
52	6	0.4	12	-9

Gathered by group, the compounds so far containing a Cl atom.
cpd	compound	S1P4 agonist	zfTRPN1 agonist	Ba/F3 V617F tox	BaF3 parental	PERK inh
2	NC(=O)CCCc1nc(-c2ccccc2Cl)no1	1.2	0.9	0	5	0.8
4	O=C(Cn1nc(-c2ccc(Cl)cc2)ccc1=O)N1CCN(c2ccccc2)CC1	1.2	-2.3	-4	3	-0.3
16	COc1cc(C(=O)Oc2ccccc2/C=N/NC(=O)c2ccc(Cl)cc2Cl)cc(OC)c1OC	0.6	-1.0	2	6	-1.1
21	O=C(c1ccccc1)N1CCCCC(Cl)C1=O (stereo not given)	1.3	-0.2	-2	-1	0.7
33	CCOC(=O)N1CCN(C(=O)Cc2ccc(Cl)cc2)CC1	1.0	2.4	-4	0	0.7
34	O=C(c1cc(Br)ccc1Cl)N1CCCC1	1.4	-1.1	0	0	0.7
36	CCc1c(C(=O)c2ccc(Cl)cc2)oc2c(C)c3oc(=O)cc(C)c3cc12	-2.0	1.5	-2	2	2.4
37	O=C(Nc1ccc2c(c1)CCC2)c1cnc(Cl)c(Cl)c1	1.6	8.6	1	4	0.8

cpd	Calpain2 inh	TRPML3 ag	S1P4 antag	EP2 modulator
2	-34	0.7	-5	0
4	-32	-0.8	-19	-20
16	-39	0.4	14	13
21	-10	1.1	-27	17
33	4	0.8	-16	7
34	12	0.7	-10	-24
36	-5	0.1	-6	6
37	-29	0.7	-22	-76
